# Tb PFK block: qHTS Assay to Find Inhibitors of T. brucei phosphofructokinase; ATP-dependent 6-phosphofructokinase (Trypanosoma brucei brucei), O15648; AID 485367, 2010; hit rate 0.17% among 330,000; T. brucei PFK, ADP-Glo luminescence; Potency, µM (series often up to 57.5 µM), for inactives: at the highest dose activity, negative = inhibition, most hits filed as inhibitors;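 also: potency is read from the fitted curve at half-maximal effect; 0% = uninhibited 1x PFK enzyme wells and -100% = no-enzyme wells; nearly all actives have a fitted effect of over 60% in size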
# Target sequence (O15648 whole entry, looked up): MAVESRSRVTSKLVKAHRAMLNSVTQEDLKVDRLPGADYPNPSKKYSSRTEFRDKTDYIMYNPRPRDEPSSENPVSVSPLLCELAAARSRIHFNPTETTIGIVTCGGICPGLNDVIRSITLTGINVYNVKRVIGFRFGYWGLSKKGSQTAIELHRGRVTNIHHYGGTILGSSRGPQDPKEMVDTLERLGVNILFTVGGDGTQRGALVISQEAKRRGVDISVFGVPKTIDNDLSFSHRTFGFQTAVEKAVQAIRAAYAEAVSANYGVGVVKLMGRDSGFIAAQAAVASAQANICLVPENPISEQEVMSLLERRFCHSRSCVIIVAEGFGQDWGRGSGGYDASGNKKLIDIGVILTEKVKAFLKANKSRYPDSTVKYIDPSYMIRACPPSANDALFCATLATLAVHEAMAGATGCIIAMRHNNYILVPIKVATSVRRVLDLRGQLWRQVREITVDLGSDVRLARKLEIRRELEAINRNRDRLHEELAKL
#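 Activity is normalized to no-enzyme wells (full inhibition) and 1.25 nM enzyme wells (no inhibition). Reaction: 0.5 mM F6P, 0.1 mM ATP, 45 min RT, ADP-Glo luminescence; concentration-response curves fitted and classed by quality.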
# B2AR arrestin: qHTS assay of beta-arrestin-biased ligands of beta2-adrenergic receptor; Beta-2 adrenergic receptor (Homo sapiens), P07550; AID 492947, 2010; hit rate 0.02% among 330,000; Potency, µM (doses to about 46.1 µM), inactives show at the highest dose activation, usual class: activators; beta-arrestin recruitment to beta2AR, cell-based reporter;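 also: potency is read from the fitted curve at half-maximal effect; 0% = DMSO controls and full agonism = EC100 isoproterenol or metaproterenol; nearly all actives have a fitted effect of over 65% in size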
# Menin-MLL TR inh: qHTS Assay for Inhibitors Targeting the Menin-MLL Interaction in MLL Related Leukemias: Competition With Texas Red Labeled MLL-derived Mutant Peptide; O00255; Menin + Texas Red MLL mutant peptide, fluorescence polarization; Potency, µM (series often up to 61.6 µM), without a hit: top-dose FP activity change, negative = inhibition, most hits filed as inhibitors; hit rate 0.23% among 270,000; AID 1768, 2009; active = well fitted inhibition curve with a large enough effect in the polarisation, with a control signal flat, not every such curve was filed as active; inconclusive = small, poorly fitted or top-dose-only effect, or effect the other way, or a change in a side signal; inactive = no such curve, though single readings can be large or run the other way; the % refers to the polarisation; also: potency is read from the fitted curve at half-maximal effect; % of control where 0% means no effect; many of its hits are not listed in these tables
# PTAP TSG101 blk: qHTS Assay for Iinhibitors of HIV-1 Budding by Blocking the Interaction of PTAP/TSG101 | Fluorescence polarization, FITC-PTAP peptide / Tsg101 binding | Potency, µM (top dose mostly 115 µM), for inactives: at the top dose activity change, negative = inhibition, actives largely listed as inhibitors | 340,000 tested, under 10 active | Tumor susceptibility gene 101 protein (Homo sapiens), Q99816 | AID 493005, 2010; active = well fitted inhibition curve with a large enough effect in the main read-out, with a control signal flat, not every such curve was filed as active; inconclusive = small, poorly fitted or top-dose-only effect, or effect the other way, or a change in a side signal; inactive = no such curve, though single readings can be large or run the other way; also: potency is read from the fitted curve at half-maximal effect; % of control where 0% means no effect
# Target sequence (Q99816 whole entry, looked up): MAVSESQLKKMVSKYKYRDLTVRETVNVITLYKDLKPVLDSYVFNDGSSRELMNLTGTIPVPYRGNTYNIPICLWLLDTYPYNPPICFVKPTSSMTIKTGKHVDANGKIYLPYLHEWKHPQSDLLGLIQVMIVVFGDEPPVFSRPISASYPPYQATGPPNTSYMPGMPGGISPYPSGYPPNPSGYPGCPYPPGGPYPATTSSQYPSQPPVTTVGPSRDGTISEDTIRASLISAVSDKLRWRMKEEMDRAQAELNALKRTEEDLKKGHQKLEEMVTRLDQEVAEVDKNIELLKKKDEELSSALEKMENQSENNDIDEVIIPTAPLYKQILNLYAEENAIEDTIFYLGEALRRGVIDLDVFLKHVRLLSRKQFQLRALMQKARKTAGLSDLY
#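 Steps: Tsg101 binding domain dispensed (10 uM final), compounds pinned in DMSO, FITC-labeled PTAP-motif peptide added (50 nM final); after 20 min binding at room temperature, polarization measured.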
# Chronic BCR inh: qHTS Assay to Find Inhibitors of Chronic Active B-Cell Receptor Signaling. ABC-DLBCL IkBa-CBG/CBR reporter, luminescence ratio, 4 h. Potency, µM (series often up to 46.1 µM), inactives show top-dose ratio change, negative = lower green/red ratio, usual class: inhibitors. hit rate 0.05% among 340,000; active = well fitted inhibition curve with a large enough effect in the signal ratio, with a control signal flat, not every such curve was filed as active; inconclusive = small, poorly fitted or top-dose-only effect, or effect the other way, or a change in a side signal; the % refers to the signal ratio;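 also: potency is read from the fitted curve at half-maximal effect; plate controls were basal doxycycline-induced cells for no effect and cells given 10 µM MG132 for full effect; MG132 reads +100%, hits lower the ratio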
#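 Cell line TMD8 (human ABC DLBCL), stably expressing tet-inducible CBG68-IkBa fusion and CBR; IMDM/0.5% FBS; cpd up to 46 uM; dox induction, 4 h, 37C/5% CO2; dual luminescence; green/red ratio; MG132 control.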
# Giardia killer: Small Molecules that selectively kill Giardia lamblia: qHTS. hit rate 0.15% among 340,000. activity change, % at 7.66 µM, hits read low. Giardia lamblia trophozoite viability; in the data active = activity change below about -80%; inconclusive = between about -30% and that limit;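 also: parasites exposed to compound for two days anaerobically before the ATP read; % is scaled to controls: 0 for no effect and ±100 for the full control effect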
#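 Giardia trophozoites, 100 cells per well, were exposed to compounds for 48 hrs at 37 deg C under anaerobic conditions; viability was then read as ATP content by bioluminescence after 15-30 min at room temperature.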
# S-ASM inh: Inhibitors of Secretory Acid Sphingomyelinase (S-ASM): qHTS; Sphingomyelin phosphodiesterase (Homo sapiens), P17405; placental ASM, HMU-PC fluorogenic substrate, 60 min; Potency, µM (top dose mostly 57.5 µM), without a hit: top-dose activity change, negative = inhibition, most hits filed as inhibitors; hit rate 0.006% among 340,000; AID 504937, 2011; also: potency is read from the fitted curve at half-maximal effect
#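 Human placenta-derived ASM enzyme was preincubated with compound for 10 minutes at room temperature, then given fluorogenic substrate HMU-PC0 (9 uM final) for 60 minutes at 37 °C; a pH 10 stop preceded fluorescence reading at Ex 386/Em 447 nm.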
# PKM2 act: qHTS Assay for Activators of Human Muscle isoform 2 Pyruvate Kinase. purified PKM2, Kinase-Glo ATP luminescence, activation; response scale: 0% is enzyme alone, no compound. AID 1631, 2009. hit rate 0.34% among 260,000. Potency, µM (series often up to 57.5 µM), for inactives: at the top dose activation, usual class: activators. Pyruvate kinase PKM (Homo sapiens), P14618; also: potency is read from the fitted curve at half-maximal effect; % is scaled to controls: 0 for no effect and ±100 for the full control effect; nearly all actives have a fitted effect of over 55% in size
#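 Purified hPK-M2 (>95% pure) converted ADP (0.1 mM final) to ATP with 0.5 mM PEP in 50 mM imidazole pH7.2, KCl, MgCl2, Tween 20, BSA; 1 h at room temperature. ATP detected by Kinase-Glo luminescence.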
# a7 integrin act: qHTS for Activators of Integrin-Mediated Alleviation for Muscular Dystrophy; alpha7betagal myoblasts, beta-gal FDG fluorescence, 48 h; Potency, µM (titrated, usually from 38.3 µM), without a hit: top-dose activation, usual class: activators; hit rate 0.064% among 350,000; AID 624291, 2012;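 also: potency is read from the fitted curve at half-maximal effect; 100% = response of the positive control SU9516; nearly all actives have a fitted effect of over 60% in size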
#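 Alpha7betagal+/- myoblasts (passage 13) were plated 16-24 hr, then exposed to compounds (1:260 dilution of DMSO stock) for 48 hours at 37C. After MPER lysis, β-galactosidase reporter activity was read as FDG fluorescence (ex 480/em 540) after 30 minutes.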
# Coupling enz: qHTS Assay for Inhibitors of Fructose-1,6-bisphosphate Aldolase from Giardia Lamblia: Coupling assay counterscreen; coupling enzyme system counterscreen, AmpLite Red fluorescence; activity change, negative = inhibition, % at 58.2 µM, hits read low; hit rate 0.67% among 290,000; in the data active = activity change below about -30%; also: % is scaled to controls: 0 for no effect and ±100 for the full control effect
#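 Coupling enzymes only (glyceraldehyde-3-phosphate) + compound, at 57.5 uM final, 10 min RT; add substrate/coupling/AmpLite Red mix, 20 min RT; fluorescence ex 525/em 598 nm. Actives flag coupling-system interference.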
# GALK inh: qHTS Assay for Inhibitors of Human Galactokinase (GALK); Purified GALK, Kinase-Glo residual ATP luminescence; Potency, µM (doses to about 57.5 µM), for the others: top-dose activity change, negative = inhibition, most hits filed as inhibitors; hit rate 0.007% among 270,000; AID 1868, 2009; P51570; also: potency is read from the fitted curve at half-maximal effect; % is scaled to controls: 0 for no effect and ±100 for the full control effect
#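 5 nM enzyme, 35 uM ATP, 100 uM galactose, 20 mM HEPES pH8.0, 5 mM MgCl2; 1 h RT; residual ATP by Kinase-Glo Plus luminescence, qHTS format.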
# * marks the source's active call; other numbers are inactive results; ? = inconclusive; · = not tested or not shown; & = joins results of further samples; [ ] = another dose, or the depositor's remark. Unless noted, calls follow the shape of the dose curve; as a rule, active = well fitted curve in the direction sought with a large enough effect; inconclusive = small, poorly fitted or top-dose-only effect, or another doubt; inactive = no such curve, though single readings can be large; an effect the other way counts as inactive or inconclusive. An excerpt; count on the stated rates, not on these rows.
SMILES,Tb PFK block,B2AR arrestin,Menin-MLL TR inh,PTAP TSG101 blk,Chronic BCR inh,Giardia killer,S-ASM inh,PKM2 act,a7 integrin act,Coupling enz,GALK inh
CCCCCCn1c(O)c(C=NCCN2CCCCC2)c(=O)[nH]c1=O,0.0%,-0.3%,7.2%,-2.4%,-1.6%,8.4,4.5%,-3.0%,18.4%,1.1,-3.9%
O=C1NC(=O)N(CCc2ccc(F)cc2)C(=O)/C1=C/C=C/c1ccccc1,6.5%,-0.3%,·,-1.3%,7.7%,-12.0,-0.1%,20.7%,-13.1%,-11.9,·
CCOC(=O)C1C(=O)N(C)C2(C)CC1c1cc(OC)ccc1O2 (centres undefined),-1.0%,-0.3%,-12.2%,-2.9%,-6.6%,5.4,-2.9%,-3.0%,16.7%,1.2,-0.6%
O=C(CN1CCN(c2ccccc2F)CC1)Nc1cccnc1Cl,-3.9%,0.1%,1.2%,-2.4%,?,-16.4,0.8%,-2.6%,21.7%,1.7,5.1%
Fc1ccc(CCNCc2ccc(Br)cc2)cc1,-8.0%,-0.3%,-4.9%,-4.0%,-1.3%,-18.5,2.1%,-6.8%,-34.5%,1.9,0.7%
O=C(Nc1ccccc1Cl)OC1CN2CCC1CC2 (centres undefined),-4.4%,-0.1%,·,1.4%,-10.8%,25.7,2.7%,-4.7%,-41.9%,0.0,-2.2%
CC(N=Cc1c(O)[nH]c(=O)[nH]c1=O)c1ccccc1 (centres undefined),2.4%,-0.4%,-10.0%,-10.3%,-8.6%,-3.6,4.4%,5.3%,13.9%,-0.9,0.8%
N#CC1=C(N)Oc2c(c(=O)oc3ccccc23)C1c1ccc(OC(=O)N2CCOCC2)cc1 (centres undefined),19.8%[0.46 µM],0.5%,29.8%,-5.2%,?,5.6,3.2%,17.3%,14.3%,-0.1,-3.4%
CCC(=NCCN1CCCCC1)c1c(O)n(C)c(=O)n(C)c1=O,0.0%,-0.4%,11.9%,-9.8%,12.1%,-13.7,1.8%,-3.6%,-9.5%,1.0,-2.0%
Cc1cc(C)cc(-n2c(O)c(C=Nc3ccc(N4CCOCC4)cc3)c(=O)[nH]c2=S)c1,-1.6%,-0.3%,0.2%,?,1.7%,17.0,-3.1%,-4.1%,-2.7%,0.7,1.0%
Cc1c(C(=O)C(=O)N2CCC3(CC2)OCCO3)c2ccccc2n1C,0.3%,-0.2%,2.6%,-0.3%,5.2%,-0.6,-0.5%,3.6%,-9.9%,0.1,8.3%
COc1cc(C=C2C(=O)NC(=O)NC2=O)cc(OC)c1OC,0.3%,0.5%,-22.0%,1.6%,?,31.9[activator],1.7%,-4.8%,-15.3%,0.2,1.7%
CS(=O)(=O)NNP(=O)(NNS(C)(=O)=O)NC(=O)c1ccccc1,-2.1%,-1.0%,·,-3.2%,?,-3.8,-8.6%,1.5%,0.0%,0.4,-1.6%
CCCCc1nc(N2CCNCC2)c(C#N)c2c1CSC(C)(C)C2,-3.5%,-0.1%,-7.8%,-1.6%,-1.9%,-3.4,1.6%,0.7%,-26.5%,-1.3,-1.7%
CCN(CC)c1nc2c(C)cccn2c(=O)c1C=C1C(=O)NC(=O)NC1=O,0.5%,0.0%,0.7%,-1.6%,5.0%,-28.3,-0.1%,-3.5%,16.2%,-1.4,0.2%
CSc1ncc(/C=C2/C(=O)NC(=O)N(c3ccc(C)cc3)C2=O)cn1,13.6%,0.4%,9.8%,-3.0%,-5.2%,-0.7,3.3%,1.0%,?,4.4,-0.8%
CCCCn1c(O)c(C(C)=Nc2ccc(C(=O)O)cc2)c(=O)[nH]c1=O,6.6%,-0.3%,5.5%,-13.2%,-1.5%,-3.4,0.4%,-2.6%,6.8%,3.3,0.6%
CC(=O)c1ccc(OC(C)C)c(Cc2c(O)[nH]c(=S)[nH]c2=O)c1,-14.6%,-1.1%,10.7%,-5.3%,4.9%,-4.8,1.2%,4.4%,-17.0%,2.3,3.3%
CN(C)c1ccc([P+](=O)c2ccc(N(C)C)cc2)cc1,-1.5%,0.2%,?,-0.3%,2.6%,-15.4,0.0%,1.3%,-11.9%,2.6,-0.7%
COc1ccc(C[C@H]2CN3C(=NC[C@@H]3C(C)C)N2CCNC(=O)c2ccc(C)c(Br)c2)cc1,7.1%,-1.0%,?,-0.4%,?,-1.7,-3.8%,0.7%,-44.1%,4.1,-0.3%
Cc1cccc(N2C(=O)NC(=O)/C(=C/c3ccc([N+](=O)[O-])o3)C2=O)c1,?,-0.4%,?,-1.4%,20.6%,-4.0,-7.5%,-23.2%,3.2%,-35.9*,-1.0%
O=C(Cc1ccccc1)Oc1ccc(N2C(=O)CCC2=O)cc1,1.9%,-0.4%,8.5%,2.2%,17.2%,12.3,1.1%,7.7%,-3.4%,3.8,-0.4%
O=P(Nc1c(Cl)cccc1Cl)(c1ccccc1)c1nc2c(s1)CCCC2 (centres undefined),-1.4%,-2.1%,-22.6%,0.0%,-9.2%,-6.6,-0.4%,-1.1%,21.4%,·,0.5%
CP(=O)(O)CCCN,2.0%,0.4%,-1.3%,-2.1%,3.0%,-4.8,3.9%,0.8%,15.6%,3.6&7.1,7.6%
CN(C)CCN=Cc1c(O)n(-c2cccc(C(F)(F)F)c2)c(=O)[nH]c1=O,-4.7%,-0.4%,-31.1%,0.6%,1.5%,8.1,3.7%,-13.1%,-4.2%,-1.4,-4.0%
Cc1cc(N2C(=O)C3CCCN3C2c2cccc(Cl)c2)no1 (centres undefined),-3.5%,-0.2%,0.1%,-12.2%,0.4%,8.1,0.4%,-0.1%,16.5%,-0.4,0.1%
O=C(c1ccc(Cl)cc1)C1CCCN(C2CCSCC2)C1 (centres undefined),-3.5%,0.1%,-13.9%,-1.4%,-4.7%,1.4,2.4%,-0.5%,-14.9%,-1.1,-0.4%
CN(C)c1cccc2c(C#N)ccc(N(C)C)c12,-5.4%,-0.2%,-19.5%,-1.4%,2.4%,-2.0,8.8%,-7.3%,-27.1%,-20.3,1.5%
CC(C)(O)C(=O)Nc1ccc([N+](=O)[O-])c(C(F)(F)F)c1,-4.8%,0.5%,·,-3.4%,0.4%,-4.0,-2.6%,·,·,·,·
Cc1ccc2[nH]c(C)c(CCNCc3ccco3)c2c1,4.8%,-0.1%,-22.2%,1.2%,-6.8%,3.8,9.1%,10.2%[0.46 µM],1.6%,-0.2,1.6%
COc1ccc(C(=O)c2nc3ccccc3n2C(C)C)cc1OC,14.7%,4.5%,-16.6%,-7.8%,?,?,0.3%,·,-3.0%,4.4,-4.1%
O=C(NC(c1ccc(Cl)cc1)P(=O)(Oc1ccccc1)Oc1ccccc1)OCc1ccccc1 (centres undefined),-5.5%,-1.5%,0.7%,0.5%,0.9%,-3.3,?,8.3%,-3.0%,0.2,-3.7%
COc1ccccc1OCC#CCN1CCCC(C)C1 (centres undefined),-5.2%,0.2%,-5.5%,-0.1%,?,4.0,-1.7%,-6.6%,-12.2%,0.4,4.7%
COc1ccccc1C1CC2CCC(C1OC(C)=O)N2Cc1ccccc1 (centres undefined),-9.1%,-3.2%,-17.3%,-9.9%,6.2%,4.8,-1.3%,0.7%[11.5 µM],9.9%,0.4,5.9%
Cn1c(=O)oc2cc(S(=O)(=O)N3CCC(C(=O)NCCc4ccccc4)CC3)ccc21,-1.3%,0.2%,·,0.1%,?,6.0,1.8%,3.7%,4.0%,1.4,2.3%
CCC(=NCc1ccc2c(c1)OCO2)c1c(O)n(C2CCCCC2)c(=O)[nH]c1=O,-2.4%,0.1%,?,-5.4%,?,8.9,?,-7.6%,-48.5%[inhibitor],-0.9,1.0%
O=c1[nH]c(=S)n(-c2ccccc2F)c(O)c1C=NCCN1CCNCC1,5.2%,0.4%,?,1.6%,0.6%,-27.4,5.4%,·,5.7%,-0.5,-5.4%
CN(C(=O)COC(=O)c1cn(C)c2ccccc12)C1CCCCC1,7.7%,0.0%,·,-2.7%,-0.7%,15.3,0.0%,·,-1.8%,·,·

# Assay outcomes from PubChem.
